a7 integrin act: qHTS for Activators of Integrin-Mediated Alleviation for Muscular Dystrophy; alpha7betagal myoblasts, beta-gal FDG fluorescence, 48 h; Potency, µM (top dose mostly 38.3 µM), for inactives: at the top dose activation, hits mostly activators; 350,000 compounds, 0.064% hits; AID 624291, 2012;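 also: potency is read from the fitted curve at half-maximal effect; 100% = response of the positive control SU9516; nearly all actives have a fitted effect of over 60% in size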
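alpha7betagal+/- myoblasts (passage 13, 250/well) treated 48 h at 37C with compounds at 1:260 dilution of DMSO stock. Lysed, then beta-galactosidase activity read as FDG fluorescence (ex 480/em 540) after 30 min, with pre-read for autofluorescence.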
TRPV1 agonist: HTS Assay for Compounds that Act as Agonists of the Vanilloid Receptor 1. TRPV1-expressing cells, Fluo-8 calcium influx, agonist mode. activation, % at 8.33 µM. 320,000 compounds, 0.19% hits; in the data active = activation above about 80%; inconclusive = between about 30% and that limit; also: 0% is about no effect
Target sequence (Q8NER1 whole entry, looked up): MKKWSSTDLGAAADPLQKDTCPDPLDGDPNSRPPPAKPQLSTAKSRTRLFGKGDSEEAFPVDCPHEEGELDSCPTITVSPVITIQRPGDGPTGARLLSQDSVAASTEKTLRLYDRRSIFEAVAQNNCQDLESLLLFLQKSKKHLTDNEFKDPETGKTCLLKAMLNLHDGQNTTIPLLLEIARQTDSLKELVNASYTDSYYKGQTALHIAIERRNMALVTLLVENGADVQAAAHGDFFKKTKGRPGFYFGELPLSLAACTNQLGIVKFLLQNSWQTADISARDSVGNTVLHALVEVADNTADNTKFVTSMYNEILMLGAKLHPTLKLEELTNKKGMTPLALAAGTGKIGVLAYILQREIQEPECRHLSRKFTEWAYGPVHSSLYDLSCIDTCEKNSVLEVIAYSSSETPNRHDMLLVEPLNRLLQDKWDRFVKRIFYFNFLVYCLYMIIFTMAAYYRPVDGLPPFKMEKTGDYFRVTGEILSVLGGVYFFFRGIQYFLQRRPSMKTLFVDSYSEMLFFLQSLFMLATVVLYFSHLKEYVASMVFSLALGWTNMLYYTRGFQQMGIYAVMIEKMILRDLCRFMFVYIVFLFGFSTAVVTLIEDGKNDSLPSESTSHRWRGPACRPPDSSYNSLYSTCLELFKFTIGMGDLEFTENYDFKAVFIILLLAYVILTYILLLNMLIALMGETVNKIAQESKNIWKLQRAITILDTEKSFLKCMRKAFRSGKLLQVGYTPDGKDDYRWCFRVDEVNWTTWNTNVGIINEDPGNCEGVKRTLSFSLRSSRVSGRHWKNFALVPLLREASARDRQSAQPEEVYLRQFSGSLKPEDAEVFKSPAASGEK
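TRPV1-expressing cells were cultured overnight at 35.5C and loaded with Fluo-8 calcium dye for 40 to 90 min at room temperature. After a 10 s baseline, compound was added and calcium influx was read kinetically for 3 min (ex 480/em 520 nm).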
BRCA1 expr up: qHTS Assay to Identify Small Molecule Activators of BRCA1 Expression | Potency, µM (top dose mostly 46.1 µM), without a hit: top-dose activation, most hits filed as activators | AID 624202, 2012 | 380,000 compounds, 1.1% hits | MCF7-BRCA1-FFLuc reporter, luminescence, 48 h; response scale: scaled: vehicle 0%, 10 µM genistein 100%; also: potency is read from the fitted curve at half-maximal effect; nearly all actives have a fitted effect of over 80% in size; some results filed as inactive show a strong effect at the top dose
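Using MCF7 cells harboring a BRCA1 firefly luciferase reporter, plated 2 h before compound pinning, the screen measured luminescence after 48 h incubation. Responses were normalized to DMSO and 10 microM genistein, then fitted for concentration-effect.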
PTAP TSG101 blk: qHTS Assay for Iinhibitors of HIV-1 Budding by Blocking the Interaction of PTAP/TSG101. Tumor susceptibility gene 101 protein (Homo sapiens), Q99816. Fluorescence polarization, FITC-PTAP peptide / Tsg101 binding. Potency, µM (series often up to 115 µM), for inactives: top-dose activity change, negative = inhibition, most hits filed as inhibitors. 340,000 tested, under 10 active; active = well fitted inhibition curve with a large enough effect in the main read-out, with a control signal flat, not every such curve was filed as active; inconclusive = small, poorly fitted or top-dose-only effect, or effect the other way, or a change in a side signal; inactive = no such curve, though single readings can be large or run the other way; also: potency is read from the fitted curve at half-maximal effect; % of control where 0% means no effect
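Fluorescence polarization binding of Tsg101 binding domain (10 uM final) to FITC-labeled PTAP peptide (50 nM final) in HEPES pH 7.5 buffer with NaCl, Tween 20, EDTA, TCEP. Compounds added before peptide; binding 20 min at RT.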
p53 reactivator: qHTS assay for re-activators of p53 using a Luc reporter; H1299 p53-A138V BP100-luciferase reporter, luminescence, 24 h; Potency, µM (doses to about 92.2 µM), inactives show at the highest dose activity change, positive = activation, most hits filed as activators; 320,000 compounds, 0.063% hits; AID 504706, 2011; also: potency is read from the fitted curve at half-maximal effect; % of control where 0% means no effect; nearly all actives have a fitted effect of over 45% in size
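H1299 (p53-null), stable ts p53-A138V + BP100-Luc; 1000 cells/well, Opti-MEM/10% FBS; cpd 4 pt, 1:5; 24 h, 37 deg C, 5% CO2; detection reagent 10 min RT; luminescence.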
ELG1 repair inh: qHTS screen for small molecules that inhibit ELG1-dependent DNA repair in human embryonic kidney (HEK293T) cells expressing luciferase-tagged ELG1; Potency, µM (highest dose often 46.1 µM), without a hit: at the highest dose activity change, negative = inhibition, actives largely listed as inhibitors; HEK293T ELG1-luciferase reporter, luminescence, 16 h; DNA damage induced by 5-fluorouridine; 330,000 compounds, 2.3% hits; AID 504467, 2011; also: potency is read from the fitted curve at half-maximal effect; % is scaled to controls: 0 for no effect and ±100 for the full control effect; nearly all actives have a fitted effect of over 55% in size
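5-Fluorouridine DNA damage + compound/DMSO, 2,000 cells/well, 16 h, 37 °C/5% CO2. ONE-Glo, 30 min RT, luminescence. Readout = decrease in reporter signal.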
TCR activator: Activators of T cell receptors: qHTS campaign; primary human leukocytes, anti-CD3, IL-2 HTRF, 48 h; Potency, µM (top dose mostly 9.22 µM), for the others: at the highest dose activation of IL-2 secretion, most hits filed as activators; 330,000 tested, under 10 active; also: % of control where 0% means no effect
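Primary human leukocytes were stimulated with a-CD3 beads plus compounds for 48 hr without co-stimulation; secreted IL-2 was quantified by HTRF using a-IL-2-K (europium cryptate) and a-IL-2-d2, excited at 320nm with acceptor emission read at 665nm.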
MLL CXXC-DNA inh: qHTS Fluorescence Polarization Assay for Inhibitors of MLL CXXC domain - DNA interaction | MLL-CXXC / FITC-HOXA9 DNA fluorescence polarization | Potency, µM (top dose mostly 115 µM), for the others: at the highest dose activity change, negative = inhibition, usual class: inhibitors | 290,000 compounds, 0.037% hits | Histone-lysine N-methyltransferase 2A (Homo sapiens), Q03164; active = well fitted inhibition curve with a large enough effect in the polarisation, with a control signal flat, not every such curve was filed as active; inconclusive = small, poorly fitted or top-dose-only effect, or effect the other way, or a change in a side signal; inactive = no such curve, though single readings can be large or run the other way; the % refers to the polarisation; also: potency is read from the fitted curve at half-maximal effect
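Steps: dispense CXXC domain solution (7 uM) → pin compounds or unlabeled HOX-A9 DNA control → 5 min ambient → add FLSN-HOX-A9 solution (50 nM) → spin → 30 min ambient → fluorescence polarization. Tris pH 7.5/NaCl/DTT/BSA buffer.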
B2AR arrestin: qHTS assay of beta-arrestin-biased ligands of beta2-adrenergic receptor; Beta-2 adrenergic receptor (Homo sapiens), P07550; beta-arrestin recruitment to beta2AR, cell-based reporter; Potency, µM (series often up to 46.1 µM), for inactives: at the highest dose activation, actives largely listed as activators; 330,000 compounds, 0.02% hits; AID 492947, 2010;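 also: potency is read from the fitted curve at half-maximal effect; 0% = DMSO controls and full agonism = EC100 isoproterenol or metaproterenol; nearly all actives have a fitted effect of over 65% in size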
AT treatment: qHTS Assay for Identifying a Potential Treatment of Ataxia-Telangiectasia; 320,000 compounds, 0.19% hits; Potency, µM (highest dose often 57.5 µM), inactives show at the highest dose activation, hits mostly activators; […] A-T fibroblasts, KAP-1 phosphorylation AlphaLISA; neocarzinostatin DNA damage 30 min before lysis; also: potency is read from the fitted curve at half-maximal effect; % of control where 0% means no effect; nearly all actives have a fitted effect of over 45% in size
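ATM-like activity read as KAP-1 phosphorylation via AlphaLISA donor/acceptor antibody pairs after lysis and 6 hr at 25C. Cells were ATM-null patient fibroblasts ([…], hTERT), dosed 60 min, then exposed to the DSB inducer NCS for 30 min.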
* = called active by the depositor; ? = inconclusive; / = not tested or not shown; [ ] = remark or other dose. Unless noted, calls follow the shape of the dose curve; as a rule, active = well fitted curve in the direction sought with a large enough effect; inconclusive = small, poorly fitted or top-dose-only effect, or another doubt; inactive = no such curve, though single readings can be large; an effect the other way counts as inactive or inconclusive.

Below each compound: BRCA1 expr up, B2AR arrestin, a7 integrin act, PTAP TSG101 blk, ELG1 repair inh, TCR activator, p53 reactivator, MLL CXXC-DNA inh, TRPV1 agonist, AT treatment
- CCN(C[C@H]1N[C@@](Cc2ccccc2)(C(=O)OC)[C@H]2C(=O)N(C)C(=O)[C@@H]12)S(=O)(=O)c1ccc(OC)cc1
    -0.6%, -1.0%, -17.6%, -1.1%, ?, -0.4%, 0.8%, /, /, 2.9%
- c1ccc(NC2=NCCN2CC2CCCCCC2)cc1
    4.3%, -2.1%, 0.0%, -2.4%, 11.5%, 1.2%, -11.0%, /, 3.8, -3.0%
- CC(C)(C)C(=O)Nc1ccc(-c2cnco2)cc1
    93.4%, -1.0%, 10.0%, -3.2%, ?, 1.5%, 11.7%, 8.0%, 17.1, -5.8%
- Cc1ccc(NC(=O)CN(C)C(=O)CSc2nnc(C)s2)cc1
    -4.5%, 0.1%, -1.6%, -2.5%, ?, 0.5%[46.1 µM], -7.1%, /, /, 16.6%
- Cc1nn(Cc2ccccc2Cl)c(C)c1NC(=O)C1C2CCC(O2)C1C(=O)O (stereo unspecified)
    1.2%, 0.4%, -8.0%, -0.8%, 31.5%, 2.4%, 9.4%, 2.2%, 4.2, /
- Cn1c(=O)n(Cc2ccccc2)c(=O)c2c1nc(NCC1CCCO1)n2Cc1ccccc1 (stereo unspecified)
    -25.7%, -0.3%, ?, -8.7%, 20.6µM*, 4.0%, -3.5%, -8.0%, 0.2, /
- c1ccc2c(c1)Oc1ccccc1S2
    -0.2%, 0.2%, /, 0.3%, 12.9%, 2.7%, 2.7%, /, -1.6, -4.5%
- O=C(NCc1ccco1)C(c1ccccc1F)N(Cc1cccnc1)C(=O)Cn1nnc2ccccc21 (stereo unspecified)
    -1.0%, 0.0%, 8.5%, -0.3%, -4.4%, -1.6%, 5.6%, 2.7%, -4.2, 10.4%
- COc1ccc(C(=O)NCC(=O)N2CCNC(=O)C2)cc1OC
    13.1%, -0.8%, 10.0%, -2.0%, ?, 1.5%, 2.3%, 2.7%, -0.3, -8.1%
- O=C(Nc1ccc2c(c1)COC2=O)c1ccc(Cl)c(Cl)c1
    14.1µM*, -0.2%, 0.0%, -2.8%, ?, -8.9%, ?, 0.2%, ?, 2.0%
- COCCSc1ccccc1C(=O)Nc1nncs1
    -7.6%, 0.0%, 10.5%, -6.7%, 21.4%, 6.0%, 3.2%, -5.4%, 10.5, 0.5%
- N#CCSc1nnc(CNc2cccc(Cl)c2)o1
    4.0%, -0.6%, -9.4%, 0.1%, 9.7%, 1.3%, 5.1%, 24.5%, -6.3, 6.4%
- CC(C)(C)Sc1ccc2nc3c(n2c1)CCCC3
    6.7%, -0.3%, -39.6%, -8.2%, ?, /, 4.1%, 7.8%, ?, -13.8%
- Cc1ccc(NC(=O)CCSCCC(=O)Nc2ccc(C)c(C)c2)cc1C
    39.7%, -0.3%, 16.1%, -2.8%, -4.0%, 0.3%, -3.3%, 5.2%, 8.2, -5.1%
- COc1ccc(C2/C=C\CN(C(=O)C3CCCC3)[C@H](Cc3ccccc3)C(=O)N2Cc2ccc(F)cc2)cc1 (stereo partly specified)
    -27.8%, -0.3%, -26.0%, 1.5%, -23.7%, -0.6%, -7.1%, 0.1%, 4.8, 0.0%
- COc1ccccc1C1/C(=C(/O)c2ccc(C)cc2)C(=O)C(=O)N1CCN1CCOCC1 (stereo unspecified)
    -9.8%, -0.8%, -10.1%, -0.9%, 11.5%, -0.3%[46.1 µM], -2.0%, 3.6%, -0.3, -0.7%
- COc1ccc(CCN(C)C(=O)CCc2nnc(-c3ccccc3)o2)cc1OC
    ?, 0.0%, -30.4%, 0.4%, ?, 4.0%, 10.2%, 7.2%, -2.3, 6.3%
- O=C(Nc1ccc(F)cc1F)N1CCCC(c2nc(-c3ccc(F)cc3)no2)C1 (stereo unspecified)
    68.3%, 0.2%, 17.2%, -9.4%, ?, 4.8%, 1.3%, 9.8%, 7.2, 3.2%
- O=C(/C=C/c1ccccc1)OCN1C(=O)c2ccccc2C1=O
    -14.2%, 0.3%, -3.9%, -6.5%, 0.6%, 2.8%, -2.0%, -5.8%, 11.0, 3.3%
- Cc1ccc(-c2nc(C(=O)NC3CCCCCC3)no2)cc1
    74.6%, /, -1.0%, -0.8%, /, 1.1%, /, /, /, /
- Cc1ccsc1C(=O)OCC(=O)Nc1cccc(F)c1
    21.8%, 0.3%, 16.1%, -1.0%, ?, -1.7%, 20.4%, /, 16.4, 2.2%
- CCOC(=O)N1CCC(NC(=O)c2ccc(CS(=O)(=O)c3c(Cl)cccc3Cl)o2)CC1
    -0.5%, 0.0%, -21.1%, -0.1%, -5.7%, 0.7%, -4.0%, 6.6%, 1.4, 0.1%
- COCCC(=O)N1CCC(n2nccc2NC(=O)c2ccccc2C)CC1
    1.4%, 0.3%, 30.0%, -6.8%, 0.0%, 2.6%, -5.2%, 4.0%, 0.4, -2.2%
- COC(=O)C(CCCCN1C(=O)C2C3C=CC(C3)C2C1=O)N1C(=O)C2C3C=CC(C3)C2C1=O (stereo unspecified)
    -6.3%, -0.4%, -21.1%, -5.4%, 0.1%, -69.6%, 0.4%, 4.4%, -0.5, -1.5%
- CCc1ccc(CN(C)C(=O)c2cc(S(=O)(=O)N3CCOCC3)ccc2N2CCCC2)cc1
    -24.5%, -0.8%, -7.8%, -1.3%, ?, -0.5%, -4.6%, /, ?, 2.0%
- CC(C)(C)NC(=O)CN(CCN1CCOCC1)C(=O)CNS(=O)(=O)c1ccc(Cl)cc1
    -0.5%, -0.4%, 0.0%, -1.2%, -0.9%, -3.6%, 1.5%, -5.7%, 0.4, -13.1%
- Cc1ccc(CNC(=O)c2ccc(N3CCC4(CC3)CC(c3cccc(Br)c3)=NO4)c(NC(=O)c3ccccc3)c2)cc1
    -1.9%, -0.9%, -7.4%, 0.6%, 6.5%, -0.3%, -2.5%, /, -0.2, 10.6%
- COc1cccc(/C=C/C(=O)OCC(=O)NCc2ccco2)c1OC
    -1.2%, 0.1%, -30.3%, -1.3%, 8.4%, 6.3%[46.1 µM], 26.9%, 0.8%, 5.6, -1.5%
- O=C(Oc1ccc([N+](=O)[O-])cc1)c1ccc(Cl)c(S(=O)(=O)N2CCCCC2)c1
    /, 4.6%, /, /, 4.2%, -4.5%[46.1 µM], 9.1%, -7.4%, -3.0, -3.6%
- O=S(=O)(NCC1CCCO1)c1ccc(-c2ccc(S(=O)(=O)NCC3CCCO3)cc2)cc1 (stereo unspecified)
    -51.0%, -0.4%, 2.3%, -0.1%, -7.6%, -8.2%, 0.6%, 1.8%, 2.9, 2.5%
- CCC1(c2ccc(F)cc2)NC(=O)N(CC(=O)Nc2ccc(S(N)(=O)=O)cc2)C1=O (stereo unspecified)
    -8.2%, 0.1%, 23.7%, -5.8%, -0.1%, -7.9%, 1.4%, -5.5%, 0.1, 0.5%
- Cc1nnc(SCC2=C(C(=O)O)N3C(=O)C(NC(=O)Cn4ncc(Cl)c4C)C3SC2)s1 (stereo unspecified)
    -2.0%, 0.0%, -33.7%, -1.1%, 9.7%, -4.3%, -1.0%, -3.4%, 3.3, -1.1%
- O=C(C[n+]1cc(-c2ccccc2)n2c1CCCCC2)c1ccc(Cl)cc1
    -19.4%, -0.4%, -18.3%, -6.3%, 5.1%, 0.3%[46.1 µM], 3.1%, 1.9%, -1.0, 1.9%
- CC1CCCC(C)N1CC(O)COc1ccc(Cl)cc1 (stereo unspecified)
    -3.8%, 0.3%, -33.0%, -4.6%, ?, 4.2%, -9.1%, 7.6%, 2.5, 12.7%
- Cc1cc(C)n(CCC(=O)N/N=C/c2ccc(O)cc2)n1
    3.4%, -0.7%, 7.4%, -2.6%, 4.7%, -3.1%[46.1 µM], -14.7%, 3.6%, -0.7, 0.5%
- COc1ccc(/C(C)=N/NC(=S)NCc2ccco2)cc1
    -34.3%, -0.1%, -20.2%, -0.1%, -28.0%, -2.4%[46.1 µM], ?, -1.8%, 8.9, -8.7%
- O=C(/C=C/c1cccc([N+](=O)[O-])c1)NCCN1C(=O)S/C(=C\c2cccnc2)C1=O
    0.8%, 0.0%, -47.3%[inhibitor], -7.1%, ?, -3.6%, 2.2%, 18.8%, 2.6, 0.5%
- O=C(COc1nnc2ccccn12)N1CCN(S(=O)(=O)c2ccccc2)CC1
    -3.1%, /, -15.6%, -4.6%, /, 0.4%, /, /, /, /

Compound activity deposited in PubChem by National Center for Advancing Translational Sciences (NCATS).
